# Assay outcomes: PubChem BioAssay, National Center for Advancing Translational Sciences (NCATS)
# MBNL1-CUG inh – inhibitors of human MBNL1 binding to CUG repeat RNA; TR-FRET MBNL1-His/biotin-(CUG)12 binding, 665/545 ratio; Potency, µM (series often up to 57.5 µM), inactives show top-dose activity change, negative = inhibition, usual class: inhibitors; hit rate 0.036% among 280,000; AID 2675; active means well fitted inhibition curve with a large enough effect in the signal ratio, with a control signal flat, not every such curve was filed as active; inconclusive means small, poorly fitted or top-dose-only effect, or effect the other way, or a change in a side signal; inactive means no such curve, though single readings can be large or run the other way; the % refers to the signal ratio; further: on the % scale 0 is the no-effect control and ±100 the full control effect
#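 His-tagged MBNL1 binding to biotinylated (CUG)12 RNA was measured by TR-FRET using terbium anti-His antibody (0.055 ng/ul final) and streptavidin-XL665 (5 nM final). Compounds were titrated 92 nM to 58 uM; 60 min at room temperature.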
# BRCA1 expr act – activators of BRCA1 expression | hit rate 1.1% among 380,000 | Potency, µM (highest dose often 46.1 µM), without a hit: at the top dose activation, usual class: activators | MCF7-BRCA1-FFLuc reporter, luminescence, 48 h; response scale: scaled: vehicle 0%, 10 µM genistein 100%; further: nearly all actives have a fitted effect of over 80% in size; some results filed as inactive show a strong effect at the top dose
#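 48 h compound treatment of MCF7-BRCA1-FFLuc cells (phenol-red free MEM, 37 °C), then 15 min with luciferase substrate and luminescence imaging.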
# ELG1 genotoxic – induces genotoxicity in HEK293T cells with luciferase-tagged ELG1 | hit rate 1.3% among 330,000 | HEK293T ELG1-luciferase reporter, luminescence, 16 h | Potency, µM (highest dose often 46 µM), without a hit: at the highest dose activity change, positive = activation, hits mostly activators; further: % of control where 0% means no effect; nearly all actives have a fitted effect of over 60% in size
#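 Screening used a luciferase reporter fused to human ELG1 in HEK293T cells. Luminescence was read on a CCD plate imager after 16 hr exposure and 30 min ONE-Glo incubation.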
# p53 reactivation – re-activators of mutant p53; H1299 p53-A138V BP100-luciferase reporter, luminescence, 24 h; Potency, µM (titrated, usually from 92.2 µM), for inactives: top-dose activity change, positive = activation, actives largely listed as activators; hit rate 0.063% among 320,000; AID 504706; further: % of control where 0% means no effect; nearly all actives have a fitted effect of over 45% in size
#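 H1299 (p53-null), stable ts p53-A138V + BP100-Luc; 1000 cells/well, Opti-MEM/10% FBS; cpd 4 pt, 1:5; 24 h, 37 deg C, 5% CO2; detection reagent 10 min RT; luminescence.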
# RORg inh – blocks mouse ROR gamma transcriptional activity; P51450; Drosophila S2 Gal4-RORgamma UAS-luciferase reporter, 20 h; Potency, µM (titrated, usually from 53.6 µM), without a hit: at the highest dose activity change, negative = inhibition, actives largely listed as inhibitors; hit rate 5.4% among 310,000; AID 2551; further: on the % scale 0 is the no-effect control and ±100 the full control effect; nearly all actives have a fitted effect of over 60% in size
# Target sequence (P51450 whole entry, looked up, the tested form may be a part): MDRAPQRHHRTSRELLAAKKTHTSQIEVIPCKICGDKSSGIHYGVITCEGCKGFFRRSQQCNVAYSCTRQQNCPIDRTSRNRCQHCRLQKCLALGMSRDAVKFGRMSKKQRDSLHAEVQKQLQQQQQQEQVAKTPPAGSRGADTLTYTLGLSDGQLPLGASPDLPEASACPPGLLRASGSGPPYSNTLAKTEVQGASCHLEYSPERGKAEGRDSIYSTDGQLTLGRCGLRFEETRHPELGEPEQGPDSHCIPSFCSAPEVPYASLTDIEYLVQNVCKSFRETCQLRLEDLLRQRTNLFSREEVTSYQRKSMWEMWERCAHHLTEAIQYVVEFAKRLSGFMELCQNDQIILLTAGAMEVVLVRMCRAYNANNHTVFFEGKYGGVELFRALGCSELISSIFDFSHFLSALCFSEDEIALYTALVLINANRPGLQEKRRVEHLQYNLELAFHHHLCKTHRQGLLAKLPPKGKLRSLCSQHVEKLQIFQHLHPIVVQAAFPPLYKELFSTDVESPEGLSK
#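 Stably transfected Drosophila Schneider cells are the test system, with ROR gamma fused to Gal4 and luciferase under UAS control; luminescence is read after 20 hr of 700 uM copper sulfate induction at ambient temperature.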
# FLuc counter – inhibits or activates purified firefly luciferase, miR-21 counter-screen; P08659; purified FLuc, Km substrates, luminescence inhibition; Potency, µM (doses to about 57.5 µM), for inactives: at the highest dose activity change, negative = inhibition, hits mostly inhibitors; hit rate 6.9% among 360,000;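 further: plate controls were vehicle for no effect and reference inhibitor for full effect; nearly all actives have a fitted effect of over 55% in size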
# Target sequence (P08659 whole entry, looked up): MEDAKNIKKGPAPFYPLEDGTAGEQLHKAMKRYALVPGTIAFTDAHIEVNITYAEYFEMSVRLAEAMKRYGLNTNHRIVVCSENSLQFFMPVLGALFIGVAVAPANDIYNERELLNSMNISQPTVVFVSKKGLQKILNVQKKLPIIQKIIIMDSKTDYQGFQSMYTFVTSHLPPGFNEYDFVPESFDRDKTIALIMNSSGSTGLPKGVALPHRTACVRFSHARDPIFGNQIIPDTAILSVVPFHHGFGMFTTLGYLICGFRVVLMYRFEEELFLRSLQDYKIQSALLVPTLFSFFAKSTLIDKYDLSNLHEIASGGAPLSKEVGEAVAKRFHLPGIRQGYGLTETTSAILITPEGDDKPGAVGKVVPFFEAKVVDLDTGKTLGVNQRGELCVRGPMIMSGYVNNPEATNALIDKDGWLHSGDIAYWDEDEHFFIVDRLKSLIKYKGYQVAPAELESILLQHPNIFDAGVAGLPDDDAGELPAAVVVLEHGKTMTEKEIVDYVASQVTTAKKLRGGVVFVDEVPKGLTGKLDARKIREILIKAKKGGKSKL
#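 Biochemical qHTS of compounds, final roughly 60 µM downward over six points, against 10 nM purified firefly luciferase using Km concentrations of substrates (10 uM D-luciferin, 10 uM ATP) in Tris acetate pH 7.5 buffer; luminescence output.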
# NPC1 prom act – activators of NPC1 promoter. Huh7 NPC1 promoter luciferase reporter, 24 h. Potency, µM (highest dose often 9.22 µM), for inactives: at the highest dose activation, usual class: activators. hit rate 2.4% among 320,000. AID 485313;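 further: % of control where 0% means no effect; nearly all actives have a fitted effect of over 60% in size; reporter is driven by a mutant NPC1 promoter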
#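 Stably transfected Huh7 (NPC1 promoter→luciferase), 1500 cells/well in Opti-MEM + 10% FBS, 2 h settle, then compound 24 h at 37 °C. Luminescence after 10 min with Amplite reagent.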
# Rab9 promoter act – activators of Rab9 promoter; Huh7 Rab9 promoter-luciferase reporter, luminescence, 24 h; Potency, µM (titrated, usually from 9.22 µM), for the others: at the top dose activation, negative = inhibition, usual class: activators; hit rate 2.8% among 320,000; AID 485297; further: % of control where 0% means no effect; nearly all actives have a fitted effect of over 60% in size
#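 Luminescence from Amplite-detected luciferase (10 minutes, ambient) reports Rab9 promoter activation. Before that, stable Rab9-luciferase Huh7 cells (1500/well, reduced-serum OP-MEM I plus 10% FBS) were exposed to compound for 24 hours at 37C.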
# uPA generation – blocks generation of uPA at the cell surface; cell surface uPA generation assay, qHTS; Potency, µM (top dose mostly 38.3 µM), for the others: at the highest dose activity change, negative = inhibition, actives largely listed as inhibitors; hit rate 0.31% among 330,000; active means well fitted inhibition curve with a large enough effect; inconclusive means small, poorly fitted or top-dose-only effect; inactive means no such curve, though single readings can be large or run the other way; tested in mouse RAW 264.7 cells; further: on the % scale 0 is the no-effect control and ±100 the full control effect; nearly all actives have a fitted effect of over 55% in size
# Gal4-VP16 FLuc – Gal4-VP16 reporter inhibition counter-screen; Drosophila S2 Gal4-VP16 UAS-luciferase, luminescence, 20 h; Potency, µM (series often up to 53.6 µM), for the others: top-dose activity, negative = inhibition, hits mostly inhibitors; hit rate 3.5% among 310,000; AID 2546;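 further: Gal4-VP16 expression switched on by copper sulfate through the metallothionein promoter; on the % scale 0 is the no-effect control and ±100 the full control effect; nearly all actives have a fitted effect of over 50% in size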
# * hit, by the source's call; ? = inconclusive; . = no result given; [ ] = another dose, or the depositor's remark. Unless noted, the call rests on the fitted dose curve; in most records, active means well fitted curve in the direction sought with a large enough effect; inconclusive means small, poorly fitted or top-dose-only effect, or another doubt; inactive means no such curve, though single readings can be large; an effect the other way counts as inactive or inconclusive. Potency means the concentration at half of the fitted maximal effect.
1	CCOC(=O)c1cc(C#N)c(Nc2ccc(C)cc2)nc1C(F)(F)F
2	Nc1cc(N2CCCC2)ccc1[N+](=O)[O-]
3	CCC(=O)NC(=S)NNC(=O)COc1ccc(Br)cc1
4	CCN(CC)C(=O)[C@H]1C[C@H](CC(=O)NCCCN(C)C)C(=O)N2CCc3c([nH]c4cc(-c5ccco5)ccc34)[C@]12C
5	O=S(=O)(c1ccc2c(c1)OCCO2)N1CCC(c2nc3ccc(Cl)cc3[nH]2)CC1
6	CSCCC(NC(=O)c1ccco1)C(=O)OCC(=O)N1c2ccccc2NC(=O)C1(C)C (stereo not given)
7	Cc1ccnc2nc(C(=O)OCCOc3ccccc3)nn12
8	CCc1cccc(CC)c1NC(=O)c1cccc(NC(=O)c2ccccc2)c1

Screen / compound no.,1,2,3,4,5,6,7,8
MBNL1-CUG inh,-10%,13%,-11%,.,4%,.,2%,-5%
BRCA1 expr act,-9%,22%,4%,-10%,-96%[inhibitor],9%,7%,-61%
ELG1 genotoxic,1%,?,-1%,-3%,-20%,0%,0%,-6%
p53 reactivation,-3%,10%,-9%,-5%,-21%,-8%,7%,-4%
RORg inh,9%,-11%,?,.,33%,.,6%,29%
FLuc counter,0%,-3%,?,.,3%,2%,0%,?
NPC1 prom act,-5%,-19%,-1%,.,0%,-6%,4%,-1%
Rab9 promoter act,1%,-25%,-5%,.,1%,-2%,-12%,-2%
uPA generation,5%,0%,1%,-25%,?,9%,-5%,-4%
Gal4-VP16 FLuc,3%,3%,7%,.,-6%,.,-8%,11%

# 7 entries from above, sorted by molar mass, rising.
2	Nc1cc(N2CCCC2)ccc1[N+](=O)[O-]
7	Cc1ccnc2nc(C(=O)OCCOc3ccccc3)nn12
1	CCOC(=O)c1cc(C#N)c(Nc2ccc(C)cc2)nc1C(F)(F)F
8	CCc1cccc(CC)c1NC(=O)c1cccc(NC(=O)c2ccccc2)c1
5	O=S(=O)(c1ccc2c(c1)OCCO2)N1CCC(c2nc3ccc(Cl)cc3[nH]2)CC1
6	CSCCC(NC(=O)c1ccco1)C(=O)OCC(=O)N1c2ccccc2NC(=O)C1(C)C (stereo not given)
4	CCN(CC)C(=O)[C@H]1C[C@H](CC(=O)NCCCN(C)C)C(=O)N2CCc3c([nH]c4cc(-c5ccco5)ccc34)[C@]12C

Screen / compound no.,2,7,1,8,5,6,4
MBNL1-CUG inh,13%,2%,-10%,-5%,4%,.,.
BRCA1 expr act,22%,7%,-9%,-61%,-96%[inhibitor],9%,-10%
ELG1 genotoxic,?,0%,1%,-6%,-20%,0%,-3%
p53 reactivation,10%,7%,-3%,-4%,-21%,-8%,-5%
RORg inh,-11%,6%,9%,29%,33%,.,.
FLuc counter,-3%,0%,0%,?,3%,2%,.
NPC1 prom act,-19%,4%,-5%,-1%,0%,-6%,.
Rab9 promoter act,-25%,-12%,1%,-2%,1%,-2%,.
uPA generation,0%,-5%,5%,-4%,?,9%,-25%
Gal4-VP16 FLuc,3%,-8%,3%,11%,-6%,.,.

# (listing goes on)
9	CCOC(=O)CSc1nc2cc3c(cc2cc1C#N)OCCO3
10	Cc1c(Cl)cccc1N1C(=O)CC(NNC(=O)c2cccs2)C1=O (stereo not given)
11	Cc1c(Cl)cccc1NC(=O)CN(C1CCCCC1)S(C)(=O)=O
12	O=C(CSc1nnc(-c2ccccc2)n1Cc1ccccc1)N1CCCC1
13	Cc1onc(-c2ccccc2)c1C(=O)Nc1nncs1
14	N#Cc1ccc(C23CC4CC(CC(C4)C2)C3)[nH]c1=O
15	CN(C)c1cccc2c(S(=O)(=O)NCc3ccc(S(N)(=O)=O)cc3)cccc12
16	Cc1nc2cc3ccccc3cc2n1C

Screen / compound no.,9,10,11,12,13,14,15,16
MBNL1-CUG inh,7%,-3%,-3%,-13%,1%,?,21%,?
BRCA1 expr act,23%,-1%,-4%,0%,-17%,-14%,-18%,59%
ELG1 genotoxic,6.5µM*,1%,0%,3%,-3%,-8%,-2%,6%
p53 reactivation,29%,0%,0%,-2%,-3%,3%,0%,?
RORg inh,-8%,13%,-2%,14%,-31%,-1%,25%,-37%
FLuc counter,?,-8%,4%,0%,3%,-1%,-1%,?
NPC1 prom act,2µM*,-6%,0%,1%,-3%,0%,-1%,1%
Rab9 promoter act,?,1%,-1%,3%,-1%,6%,-3%,2%
uPA generation,-1%,3%,4%,4%,2%,4%,6%,-7%
Gal4-VP16 FLuc,10%,-3%,3%,-6%,6%,-5%,2%,8%

17	Cc1cccc(C(=O)Nc2cccc3c2CCCC3)c1
18	CC(NC(=O)c1ccco1)C(=O)OCc1cccc(C(F)(F)F)c1 (stereo not given)
19	N#Cc1cc(C(=O)c2ccccc2OCC(=O)Nc2ccccc2Cl)cn(C2CCCCC2)c1=O
20	CCn1c(=S)[nH]c2ccccc21
21	COc1ccc(CNC(=O)C2CCCN2S(=O)(=O)c2ccc(F)cc2)cc1 (stereo not given)
22	O=C(/C=C/c1ccccc1[N+](=O)[O-])NCCN1C(=O)S/C(=C\c2ccc(F)cc2)C1=O
23	Cc1ccc(NC(=O)N2CCC(NC(=O)c3cccc(F)c3)CC2)cc1
24	Cc1ccc2nc(NC(=O)CSCC(=O)OCC(=O)c3ccccc3)sc2c1

Screen / compound no.,17,18,19,20,21,22,23,24
MBNL1-CUG inh,-2%,.,8%,-3%,-14%,0%,1%,.
BRCA1 expr act,-1%,-2%,-41%,-1%,-11%,36%,-2%,-92%
ELG1 genotoxic,-2%,2%,-3%,18%,-1%,?,-4%,4%
p53 reactivation,-1%,-2%,2%,-2%,-3%,-9%,-1%,2%
RORg inh,3%,.,?,?,1%,22%,-8%,5µM*
FLuc counter,-2%,.,2%,7%,1%,?,-1%,17µM*
NPC1 prom act,-4%,.,-3%,-4%,-9%,?,0%,-21%
Rab9 promoter act,0%,.,-1%,-2%,-4%,?,0%,-32%[inhibitor]
uPA generation,0%,-2%,-2%,-4%,1%,-5%,7%,2%
Gal4-VP16 FLuc,-12%,.,-3%,?,3%,?,5%,2.2µM*

25	COC(=O)c1cc(OC)c(OC)cc1NC(=O)c1cc(OC)cc(OC)c1
26	Cc1ccc(CNC(=O)CCC2CCCN(Cc3cc4ccccc4o3)C2)o1 (stereo not given)
27	O=C(CSc1nc(O)cc(=O)n1-c1ccccc1)N1CCCCC1
28	CCN1CCc2c(OCC(=O)N3CCC(C)CC3)cccc2C1=O
29	COc1ccc(C2C(C(=O)/C=C/c3ccco3)=C(O)C(=O)N2CCN2CCOCC2)cc1OC (stereo not given)
30	CCOC(=O)CN1CC23C=CC(O2)C(C(=O)N2CCN(c4ccc(F)cc4)CC2)C3C1=O (stereo not given)
31	C=CCOc1c2ccc(C(=O)NCc3ccc(OC)cc3)cc2nn1C
32	O=C(O)c1cc2nc(-c3cccs3)cc(C(F)(F)F)n2n1

Screen / compound no.,25,26,27,28,29,30,31,32
MBNL1-CUG inh,-5%,4%,5%,5%,?,7%,12%,?
BRCA1 expr act,4%,-17%,0%,-3%,7%,6%,0%,6%
ELG1 genotoxic,3%,-2%,0%,2%,2%,0%,-1%,-4%
p53 reactivation,2%,4%,4%,0%,-2%,-1%,0%,0%
RORg inh,-8%,23%,18%,2%,2%,8%,-9%,0%
FLuc counter,0%,0%,2%,0%,-16%,1%,6%,-12%
NPC1 prom act,1%,-5%,-2%,1%,0%,-3%,-5%,0%
Rab9 promoter act,-7%,0%,4%,-5%,-5%,-2%,-2%,3%
uPA generation,3%,?,4%,-2%,-2%,7%,4%,5%
Gal4-VP16 FLuc,-2%,-5%,7%,0%,-1%,22%,-11%,-20%

33	CC(C)OC(=O)C1C(=O)CC(C)(O)C(C(=O)OC(C)C)C1c1cccc([N+](=O)[O-])c1 (stereo not given)
34	CCCc1n(CC)c2ccccc2[n+]1CC(O)COC1CCCCC1 (stereo not given)
35	Cc1ccc2c(c1)N(Cc1cccc(F)c1)C(=O)C(C)O2 (stereo not given)
36	CCOC(=O)C1CCN(c2nc3ccccc3n2CC(=O)c2ccccc2)CC1
37	COC(=O)CCC(=O)NS(=O)(=O)c1ccc(N=NN2CCOCC2)cc1
38	O=c1[nH]c2ccc(NCc3ccc(F)cc3)cc2[nH]1
39	CCCN(CCC)Cc1c(C(=O)N/N=C/C(C)=C\c2ccccc2)nnn1-c1nonc1N
40	CSc1cccc(CN2CCN(CCc3ccccc3)C(CCO)C2)c1 (stereo not given)

Screen / compound no.,33,34,35,36,37,38,39,40
MBNL1-CUG inh,5%,-4%,-1%,.,17%,-10%,9%,-1%
BRCA1 expr act,-25%,-91%,-9%,-13%,0%,33%,-81%,-26%
ELG1 genotoxic,12%,-18%,1%,2%,1%,-6%,-23%,-5%
p53 reactivation,12%,-1%,.,-3%,0%,1%,7%,3%
RORg inh,1%,-1%,12%,-34%,-18%,8%,?,2%
FLuc counter,-2%,3%,4%,-11%,5%,17µM*,-15%,0%
NPC1 prom act,1%,-5%,-3%,-3%,1%,14%,-6%,-5%
Rab9 promoter act,-7%,-2%,10%,-3%,-7%,15%,0%,0%
uPA generation,0%,-2%,-5%,3%,2%,-14%,-1%,3%
Gal4-VP16 FLuc,5%,2%,-8%,-19%,1%,1%,-3%,-1%
